# Nrf2 ARE act – Nrf2 pathway activation | AID 624171 | actives 0.31% (n = 410,000) | AREc32 ARE-luciferase reporter (MCF7-derived line), luminescence, 24 h | Potency, µM (highest dose often 46.1 µM), for inactives: top-dose activation, hits mostly activators; further: potency means the concentration at half of the fitted maximal effect; % of control where 0% means no effect; nearly all actives have a fitted effect of over 65% in size
#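 Each well held 1000 AREc32 cells, which were incubated with compound for 24 hr at 37 deg C after overnight attachment, and ARE reporter activity was quantified by firefly luciferase luminescence.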
# CCT chaperon mod – changes cytosolic chaperonin activity; purified chaperonin ATPase assay, HTRF ADP detection, 30 min; activity change, % (no concentration beside the values), hits read low; actives 0.3% (n = 360,000); AID 651819; in the data active means activity change below about -30%; further: on the % scale 0 is the no-effect control and ±100 the full control effect
#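 TRiC (40 or 20 nM final, by batch activity) in 30 mM Tris pH 7.4, 100 mM KCl, 5 mM MgCl2, 1 mM DTT was treated with compound at 76 uM single dose, then 10 uM ATP, 30 min at 37 °C. ADP was read by HTRF Transcreener.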
# Mm-Cpn inhibitor – M. maripaludis TRiC chaperonin inhibition; Potency, µM (titrated, usually from 76.9 µM), without a hit: top-dose activity, negative = inhibition, hits mostly inhibitors; AID 504842; purified Mm-Cpn ATPase, ADP Transcreener TR-FRET; actives 0.031% (n = 330,000); further: potency means the concentration at half of the fitted maximal effect; on the % scale 0 is the no-effect control and ±100 the full control effect; nearly all actives have a fitted effect of over 80% in size
#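 ATPase read-out: TR-FRET ADP immunoassay (anti-ADP Eu cryptate vs ADP-d2), ex 320 nm, em 590/665 nm; signal drops as ADP forms. Enzyme 25 nM, ATP 10 uM, 30 min at 37°C after 10 min compound preincubation.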
# EPAC2 ag – agonists of human EPAC2 (RAPGEF4); Q8WZA2; EPAC2 activation, biochemical qHTS; response scale: 100% = 6.5 mM cAMP response; Potency, µM (top dose mostly 154 µM), without a hit: top-dose activation, usual class: activators; actives 0.079% (n = 360,000); further: potency means the concentration at half of the fitted maximal effect; nearly all actives have a fitted effect of over 50% in size
# Target sequence (Q8WZA2 whole entry, looked up): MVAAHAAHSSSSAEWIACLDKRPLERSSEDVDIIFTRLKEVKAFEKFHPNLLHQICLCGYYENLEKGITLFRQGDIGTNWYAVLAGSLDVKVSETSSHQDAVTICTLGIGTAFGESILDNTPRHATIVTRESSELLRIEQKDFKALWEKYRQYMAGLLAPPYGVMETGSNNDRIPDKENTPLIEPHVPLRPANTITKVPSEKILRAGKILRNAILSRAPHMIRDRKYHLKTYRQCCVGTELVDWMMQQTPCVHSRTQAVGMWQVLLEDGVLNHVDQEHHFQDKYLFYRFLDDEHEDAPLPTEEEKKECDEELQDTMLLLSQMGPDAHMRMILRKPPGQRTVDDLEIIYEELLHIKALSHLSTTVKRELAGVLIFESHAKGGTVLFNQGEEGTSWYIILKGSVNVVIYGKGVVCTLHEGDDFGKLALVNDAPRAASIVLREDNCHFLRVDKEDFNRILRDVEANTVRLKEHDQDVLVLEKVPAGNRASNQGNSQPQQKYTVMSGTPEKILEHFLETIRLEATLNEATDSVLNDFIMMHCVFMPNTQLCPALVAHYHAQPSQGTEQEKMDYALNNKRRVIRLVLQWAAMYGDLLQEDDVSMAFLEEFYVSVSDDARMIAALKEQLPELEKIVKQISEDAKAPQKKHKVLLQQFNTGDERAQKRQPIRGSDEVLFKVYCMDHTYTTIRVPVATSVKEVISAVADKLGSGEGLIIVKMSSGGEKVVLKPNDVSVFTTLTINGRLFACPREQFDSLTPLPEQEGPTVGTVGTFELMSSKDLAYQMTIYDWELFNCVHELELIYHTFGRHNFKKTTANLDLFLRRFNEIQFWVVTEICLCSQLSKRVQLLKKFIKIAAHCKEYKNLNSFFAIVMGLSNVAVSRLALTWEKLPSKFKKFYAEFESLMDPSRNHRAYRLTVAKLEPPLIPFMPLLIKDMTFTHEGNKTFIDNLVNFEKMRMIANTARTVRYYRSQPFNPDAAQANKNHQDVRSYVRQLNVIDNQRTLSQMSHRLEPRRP
#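 In this primary screen, activation is scored as increased exchange of BODIPY-GDP from Rap1B by 100 nM EPAC2, with 50 uM GDP as competitor. Signal is normalized to the 6.5 mM cAMP agonist control.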
# Akt phos inh – inhibitors of Akt phosphorylation; Neuro2A IGF-stimulated pAkt S473 HTRF, 20 min; active compounds read low; actives 0.32% (n = 360,000); activity change, % for hits at 50 µM; in the data active means activity change below about -80%; inconclusive means mostly about -51% to -80%; further: on the % scale 0 is the no-effect control and ±100 the full control effect
#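 Single-point screen (50 µM final compound) in Neuro2A cells stimulated 20 min with 6 nM IGF at 37 deg C. After lysis, Ser473-phosphorylated Akt read by HTRF (ex 330 nm, em 615/665 nm) as the 665/615 ratio.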
# EPAC2 antagonist – antagonists of human EPAC2; Q8WZA2; EPAC2 GEF exchange of Rap1B-BODIPY-GDP, fluorescence; Potency, µM (titrated, usually from 114 µM), without a hit: at the highest dose activity, negative = inhibition, actives largely listed as inhibitors; actives 0.18% (n = 360,000); AID 720708; further: potency means the concentration at half of the fitted maximal effect; on the % scale 0 is the no-effect control and ±100 the full control effect; nearly all actives have a fitted effect of over 45% in size; many of its hits are not listed in these tables
# TGFb SMAD3 inh – inhibitors of TGF-b signaling; actives 1.2% (n = 410,000); HepG2 CAGA-GFP TGF-b/SMAD3 reporter, GFP fluorescence, 18 h; TGF-beta stimulated, 500 pg/mL final; Potency, µM (doses to about 46.1 µM), for the others: top-dose activity, negative = inhibition, usual class: inhibitors; further: potency means the concentration at half of the fitted maximal effect; on the % scale 0 is the no-effect control and ±100 the full control effect; nearly all actives have a fitted effect of over 65% in size
#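 HEPG2 CAGA-GFP, 1000 cells/well; 2 h settle, 37 C; cpd via pin tool; TGF-b 500 pg/mL final; 18 h, 37 C; GFP imaging ex488/em500-530; %Activity normalised to -TGF-b and +DMSO controls; CRC fit, curve class.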
# Nrf2 inh – inhibitors of Nrf2 signaling | A549 ARE-Fluc reporter, luciferase luminescence, 18-24 h | Potency, µM (titrated, usually from 46 µM), for the others: at the top dose activity change, negative = inhibition, hits mostly inhibitors | actives 2.1% (n = 360,000) | AID 504444; further: potency means the concentration at half of the fitted maximal effect; on the % scale 0 is the no-effect control and ±100 the full control effect; nearly all actives have a fitted effect of over 60% in size
#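 Nrf2 activity is the BugLite luminescence, read 15 min after reagent at room temperature, following CellTiter-Fluor cytotoxicity readout (30 min, 37C). Compound titrations were applied for 18-24 h to 5000 A549 ARE_Fluc cells/well in 5% FBS OPTI-MEM.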
# A549 viability – counter-screen for Nrf2 inhibitors: cytotoxicity in A549 cells; A549 ARE-Fluc cells, CellTiter-Fluor viability, 18-24 h; Potency, µM (highest dose often 46 µM), inactives show top-dose activity change, negative = cytotoxicity, most hits filed as inhibitors; actives 0.16% (n = 390,000); further: potency means the concentration at half of the fitted maximal effect; on the % scale 0 is the no-effect control and ±100 the full control effect
#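 A549 ARE-Fluc cells in 5% FBS OPTI-MEM, 5000 cells/well, rested 2 h then exposed to compounds in concentration-response for 18-24 h at 37 °C. Viability by CellTiter-Fluor fluorescence (Ex 405/Em 525) after 30 min; luciferase luminescence (BugLite, 15 min, RT) read afterwards.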
# * = called active by the depositor; i = inactive; ? = inconclusive; nt = not tested or not shown; [ ] = another dose, or the depositor's remark. Unless noted, the call rests on the fitted dose curve; in most records, active means well fitted curve in the direction sought with a large enough effect; inconclusive means small, poorly fitted or top-dose-only effect, or another doubt; inactive means no such curve, though single readings can be large; an effect the other way counts as inactive or inconclusive. The list is partial, so the mix of outcomes need not match the whole.
molecule,EPAC2 antagonist,Mm-Cpn inhibitor,CCT chaperon mod,EPAC2 ag,Akt phos inh,TGFb SMAD3 inh,Nrf2 ARE act,A549 viability,Nrf2 inh
Cc1ccc(N(CC(=O)NCc2ccc(F)cc2)C(=O)c2csnn2)cc1C,-11%,-1%,0.5,3%,i,14%,2.8%,2%,10%
CC(C)(C)CC(C)(C)NC(=S)N1CCN(Cc2ccc3c(c2)OCO3)CC1,9%,-1%,-3.3,9%,i,6%,-0.7%,-2%,-11%
COc1cc2c(cc1NC(=O)C(C)Sc1nc3ccccc3n1C)oc1ccccc12 (stereo not drawn),8%,-16%,-1.3,2%,i,-10%,5.2%,10%,6%
COc1ccc(C(=O)Nc2ccc(Br)cc2F)cc1S(=O)(=O)N1CCCC1,-2%,1%,-0.4,3%,i,0%,-0.3%,-1%,?
O=C1CN(C(=O)COC(=O)[C@@H]2CC(O)CN2S(=O)(=O)c2ccc(Cl)cc2)c2ccccc2N1 (stereo partly drawn),5%,-14%,-1.6,0%,i,-2%,0.4%,0%,-6%
Cc1ccccc1-n1nnc2c(=O)oc3ccccc3c21,0%,3%,-0.7,-1%,i,?,4.4%,-6%,10%
CC(=O)N1c2ccccc2C(C)=CC1(C)C,-13%,-1%,-0.9,13%,i,-5%,0.0%,7%,9%
O=C(Cc1ccc(Cl)cc1)N/N=C/c1cccs1,9%[57.1 µM],1%,0.0,8%,i,-5%,0.3%,11%,11%
COc1ccc(NC(=O)COC(=O)c2ccc(S(=O)(=O)N(C)c3ccccc3OC)cc2)cc1OC,10%,-2%,-3.7,10%,i,-10%,-0.6%,7%,11%
CSc1ccccc1NC(=O)CN(C)C(=O)Cc1c(F)cccc1Cl,7%,1%,-0.6,1%,i,1%,-0.4%,7%,1%
N#CC(Cc1cccc(CC(C#N)(c2ccccc2)c2ccccc2)c1)(c1ccccc1)c1ccccc1,12%,-7%,-2.7,0%,i,-12%,-1.0%,7%,9%
COc1cc(NC(=O)CSc2nc(-c3ccccc3)no2)cc(OC)c1,nt,nt,nt,nt,nt,1%,-0.4%,3%,?
CCC(C)c1ccc(OCC(=O)Nc2ccc3c(c2)C(=O)NC3=O)cc1 (stereo not drawn),6%,-9%,0.7,8%,i,-24%,2.5%,-4%,?
COc1ccc(CCNC(=O)CC2C(=O)NCCN2CC(C)(C)C)cc1 (stereo not drawn),9%,2%,-0.5,10%,i,-1%,0.2%,0%,-10%
N#Cc1cc2c(nc1SCC(N)=O)CCCCC2,15%,-1%,-3.6,-3%,i,-3%,2.3%,-4%,8%
Cc1c2cc[n+](CCN3CCCCC3)cc2c(C)c2c1[nH]c1ccc(O)cc12,-9%,nt,-2.0,13%,i,-2%,0.4%,-2%,?
CN(C(=O)COC(=O)c1n[nH]c(=O)c2ccccc12)c1ccccc1,8%,0%,1.9,1%,i,16%,-0.3%,-2%,-12%
CCCN(CCC)c1nc(-c2ccccn2)nc2ccccc12,?,0%,-5.2,2%,i,?,8.5%,-18%,18µM*
CCCCCCc1nc(C(N)=O)c2[nH]c(=O)n(-c3ccc(OCC)cc3)c2n1,-7%,1%,2.0,-14%,i,25%,-0.7%,-2%,?
Cc1ccc(CNC(=O)CCS(=O)(=O)c2ccc(Br)s2)cc1,0%,5%,-3.2,-16%,i,6%,-0.5%,1%,1%
COc1ccc(NS(=O)(=O)c2cccc(-c3n[nH]c(=S)n3Cc3ccccc3)c2)cc1,-3%,-1%,-1.2,1%,i,?,-0.6%,-3%,2%
CCN(CC)c1ccc2cc(-c3nc(-c4ccccc4F)no3)c(=O)oc2c1,nt,nt,nt,nt,nt,32%,7.2%,4%,?
COc1ccc(NC(=O)Cc2c(O)c3ccccc3[nH]c2=O)cc1,3%,-2%,-0.2,16%,i,-4%,-1.3%,-11%,-13%
O=C1N(c2ccccc2)c2ccccc2C1(O)C(F)(F)F (stereo not drawn),7%,0%,-1.3,5%,i,18%,-1.0%,3%,16%
COCCN(C(=O)CC1CCCCC1)c1c(N)n(CC(C)C)c(=O)[nH]c1=O,2%,-1%,0.4,2%,i,-2%,-1.2%,4%,-2%
CCOC(=O)c1c(-c2ccc(C)cc2)csc1NC(=O)c1cc(=O)c2cc(C)cc(C)c2o1,nt,nt,nt,nt,nt,26%,1.8%,0%,?
COc1ccc(C(=O)/C(C#N)=N/Nc2ccccc2[N+](=O)[O-])cc1,7%,2%,1.3,3%,i,1.1µM*,-0.8%,1%,-9%
O=C(c1n[nH]c(=O)c2ccccc12)N1CCOCC1,12%,1%,1.5,1%,i,11%,-0.2%,-3%,5%
O=C(NCc1ccccn1)c1cc(Cl)ccc1OCc1ccccc1,-28%,3%,-0.4,6%,i,0%,0.4%,2%,6%
O=C(Nc1cccnc1)C1(c2ccc(Cl)cc2)CCCC1,-1%,1%,-6.6,-1%,i,-9%,-0.4%,7%,19%
CCCOc1ccc2c(=O)c(-c3cc(C(=O)OC)oc3C)c(C)oc2c1,0%,-1%,1.1,14%,i,?,-0.2%,-6%,16µM*
C[C@@H]1O[C@@H](O[C@H]2[C@H](O)[C@@H](O)[C@H](Oc3c(-c4ccc(O)c(O)c4)oc4cc(O)cc(O)c4c3=O)O[C@@H]2CO)[C@H](O)[C@H](O)[C@H]1O,16%,2%,-1.4,2%,i,?,0.5%,-5%,9%
CCOc1ccc(OCC)c(NC(=O)c2c(C)nn(-c3ccccc3)c2-n2cccc2)c1,nt,nt,nt,nt,nt,0%,7.0%,22%,-13%
COc1ccc(Cl)c(CNC[C@H]2O[C@@H](n3cnc(C(N)=O)n3)[C@H](O)[C@@H]2O)c1,-4%,nt,-0.3,2%,i,?,-1.0%,0%,2%
COc1ccc(S(=O)(=O)NCc2ccccn2)cc1,5%,0%,-3.3,8%,i,17%,-0.2%,2%,-5%
CN(C)CCCN(C(=O)c1cc2ccccc2oc1=O)c1nc2ccc(F)cc2s1,-1%,0%,-0.4,6%,i,-3%,5.6%,3%,-7%

# An excerpt of these results, with each value named.
O=C(NCc1ccccn1)c1cc(Cl)ccc1OCc1ccccc1
  EPAC2 antagonist = -28% | Mm-Cpn inhibitor = 3% | CCT chaperon mod = -0.4 | EPAC2 ag = 6% | Akt phos inh = i | TGFb SMAD3 inh = 0% | Nrf2 ARE act = 0.4% | A549 viability = 2% | Nrf2 inh = 6%
O=C(Nc1cccnc1)C1(c2ccc(Cl)cc2)CCCC1
  EPAC2 antagonist = -1% | Mm-Cpn inhibitor = 1% | CCT chaperon mod = -6.6 | EPAC2 ag = -1% | Akt phos inh = i | TGFb SMAD3 inh = -9% | Nrf2 ARE act = -0.4% | A549 viability = 7% | Nrf2 inh = 19%
CCCOc1ccc2c(=O)c(-c3cc(C(=O)OC)oc3C)c(C)oc2c1
  EPAC2 antagonist = 0% | Mm-Cpn inhibitor = -1% | CCT chaperon mod = 1.1 | EPAC2 ag = 14% | Akt phos inh = i | TGFb SMAD3 inh = ? | Nrf2 ARE act = -0.2% | A549 viability = -6% | Nrf2 inh = 16µM*

# Remaining list, next part:
molecule,EPAC2 antagonist,Mm-Cpn inhibitor,CCT chaperon mod,EPAC2 ag,Akt phos inh,TGFb SMAD3 inh,Nrf2 ARE act,A549 viability,Nrf2 inh
NC(=O)CSc1nnc(-c2ccc(S(=O)(=O)N3CCCC3)cc2)n1CC1CCCO1 (stereo not drawn),4%,0%,-18,7%,i,2%,-0.1%,3%,-11%
CCN(CC)C(=O)Cn1nc(-c2ccccc2O)nc1SCC(=O)Nc1ccc(OC)cc1,-3%,-1%,-1.6,9%,i,-11%,-0.5%,0%[1.84 µM],0%
O=[N+]([O-])c1ccc(/C=N/n2cnc3ccccc32)s1,10%,0%,-2.3,7%,i,?,0.4%,?,?
CCCCC[C@H](C)N1C[C@H](COCc2ccccc2)Oc2cc(N3CC[C@@H](O)C3)ccc2S1(=O)=O,-28%,nt,-1.5,-10%,i,nt,4.0%,nt,nt
CN1CCN(C2Cc3cc(Cl)ccc3Sc3cc(F)ccc32)CC1 (stereo not drawn),-7%,nt,-0.6,22%,i,?,-0.9%,-2%,-21%
Cc1cccc(Nc2ccc([N+](=O)[O-])cn2)c1,-11%,1%,-0.1,9%,i,-5%,12%,-14%,17%
Cc1ccc2c(c1)N(CC(=O)NCC1CCCO1)C(=O)CO2 (stereo not drawn),-6%,-1%,0.7,7%,i,1%,-0.2%,-13%,0%
CCC(=O)Nc1cccc(C(=O)OCc2cccc([N+](=O)[O-])c2)c1,-10%,1%,-3.5,13%,i,-3%,-0.7%,6%,-1%
O=C(CSc1cccc2cccnc12)N/N=C/c1cccnc1,-11%,0%,1.1,6%,i,4.5µM*,20%,0%,2%
Cc1cc2c(=O)n(C)c(SCC(=O)NC3CCCC3)nc2s1,-2%,1%,-3.2,0%,i,0%,-0.7%,-2%,-9%
Cc1ccc(CSc2ccc(S(=O)(=O)N3CCCC3)cn2)cc1,-1%,0%,3.0,9%,i,0%,0.2%,18%,-24%
O=C(Nc1ccc(Cl)c([N+](=O)[O-])c1)c1ccc(NCCCN2CCOCC2)c([N+](=O)[O-])c1,-4%,0%,-0.1,7%,i,7%,-0.6%,0%,-19%

# Three entries already listed, sorted by the value under Nrf2 ARE act, low to high.
Molecule,Nrf2 ARE act
NC(=O)CSc1nnc(-c2ccc(S(=O)(=O)N3CCCC3)cc2)n1CC1CCCO1 (stereo not drawn),-0.1%
CCCCC[C@H](C)N1C[C@H](COCc2ccccc2)Oc2cc(N3CC[C@@H](O)C3)ccc2S1(=O)=O,4.0%
O=C(CSc1cccc2cccnc12)N/N=C/c1cccnc1,20%

# From PubChem BioAssay
